Screening results (PubChem)
GDH-TPI inh – GDH-TPI coupled enzyme inhibition counter-screen | GDH-TPI coupled enzyme counterscreen, NADH absorbance | inhibition, % at 4.8 µM | 360,000 tested, 1.2% active; in the data active = inhibition above about 30%;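 note: 0% = DMSO wells and 100% = wells lacking the enzyme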
BioA inh – BioA (M. tuberculosis) enzyme inhibition; purified M. tuberculosis BioA enzyme, plate reader; 360,000 tested, 0.096% active; inhibition, % at 9.99 µM; in the data active = inhibition above about 40%
VHR inh abs – inhibitors of human VHR1 phosphatase (DUSP3) | AID 1654 | recombinant VHR phosphatase, pNPP absorbance | P51452 | 290,000 tested, 0.52% active | inhibition, % at 13.3 µM; in the data active = inhibition above about 50%; note: some compounds called inactive have numbers as strong as hits
Target sequence (P51452 whole entry, looked up): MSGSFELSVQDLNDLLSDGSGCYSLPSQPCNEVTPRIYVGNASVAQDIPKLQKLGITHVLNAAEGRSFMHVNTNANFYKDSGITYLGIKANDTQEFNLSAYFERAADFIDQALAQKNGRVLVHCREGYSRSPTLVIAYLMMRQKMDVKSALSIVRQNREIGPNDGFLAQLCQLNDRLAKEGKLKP
UGM FP inh – Mtb UDP-galactopyranose mutase inhibition | inhibition, % at 10 µM | purified UGM, fluorescence polarization probe displacement | P9WIQ1 | AID 504406 | 320,000 tested, 0.06% active; in the data active = inhibition above about 10%, passing the limit was not always enough
Target sequence (P9WIQ1 whole entry, looked up): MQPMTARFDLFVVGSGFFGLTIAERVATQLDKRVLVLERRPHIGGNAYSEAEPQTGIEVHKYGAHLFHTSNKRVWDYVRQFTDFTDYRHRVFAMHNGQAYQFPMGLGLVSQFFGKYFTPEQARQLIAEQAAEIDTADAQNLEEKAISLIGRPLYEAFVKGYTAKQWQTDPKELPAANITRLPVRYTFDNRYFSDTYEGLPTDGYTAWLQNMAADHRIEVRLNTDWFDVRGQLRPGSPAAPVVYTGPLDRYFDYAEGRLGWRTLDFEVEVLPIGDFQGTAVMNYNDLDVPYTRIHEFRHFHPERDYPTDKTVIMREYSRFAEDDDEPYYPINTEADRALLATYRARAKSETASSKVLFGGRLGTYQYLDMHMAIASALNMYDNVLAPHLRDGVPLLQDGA
MazEF act – MazEF (E. coli) toxin RNase activation. P0AE70. FAM/BHQ RNA-DNA oligo cleavage fluorescence, 5 h. activation, % at 20 µM. 350,000 tested, 0.32% active. AID 504720; in the data active = activation above about 50%
Rv3671c protease – Rv3671c (M. tuberculosis) protease inhibition; P9WHR9; 320,000 tested, 0.048% active; AID 2606; inhibition, % at 5.96 µM; in the data active = inhibition above about 38%;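 note: extracellular domain of Rv3671c used as enzyme; 0% = enzyme with DMSO and 100% = no enzyme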
Target sequence (P9WHR9 whole entry, looked up, the tested form may be a part): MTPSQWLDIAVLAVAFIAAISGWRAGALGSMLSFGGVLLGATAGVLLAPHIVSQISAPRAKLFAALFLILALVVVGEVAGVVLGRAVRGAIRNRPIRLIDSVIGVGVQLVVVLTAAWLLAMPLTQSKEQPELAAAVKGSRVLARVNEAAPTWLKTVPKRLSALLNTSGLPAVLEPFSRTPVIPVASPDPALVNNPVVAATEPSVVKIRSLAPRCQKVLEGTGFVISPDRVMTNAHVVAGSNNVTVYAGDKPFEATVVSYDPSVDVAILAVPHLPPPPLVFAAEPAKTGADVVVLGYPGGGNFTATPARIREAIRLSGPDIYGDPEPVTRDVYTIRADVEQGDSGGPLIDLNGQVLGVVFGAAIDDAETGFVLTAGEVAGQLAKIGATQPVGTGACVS
SARS 3CLpro inh – SARS-CoV 3CLpro protease inhibition. P0C6X7. recombinant SARS-CoV 3CLpro, quenched FRET peptide cleavage. inhibition, % at 6 µM. 290,000 tested, 0.14% active; in the data active = inhibition above about 12%
BH1578 lux ind – induces V. cholerae light production without autoinducers; V. cholerae BH1578 lux reporter, luminescence, 6 h; 350,000 tested, 0.16% active; activation, % at 18.7 µM; AID 588436; in the data active = activation mostly above about 9.7%, no sharp cut-off; note: not every result past the cut was called active; inactives centre near 0; reference of the scale not given here
SSB-PriA inh – K. pneumoniae PriA-SSBct interaction inhibition; AlphaScreen SSBct-PriA binding, biotinylated peptide; inhibition, % at 33 µM; 430,000 tested, 0.6% active; in the data active = inhibition mostly above about 37%, no sharp cut-off; inactive = mostly below about 20%;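 note: plate controls were negative control peptide for no effect and reference peptide for full effect; strong numbers were not always called active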
Mtb FBA inh – Mtb fructose-bisphosphate aldolase inhibition | P9WQA3 | purified M. tuberculosis FBA, fluorescence read-out | inhibition, % at 1 µM | 360,000 tested, 2.3% active; in the data active = inhibition above about 27%;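 note: 0% = vehicle and 100% = reference inhibitor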
The depositor's hits bear a star; i = inactive; · = no result given. These rows are one share of the data; count on the stated rates, not on these rows.

canonical_smiles	BH1578 lux ind	MazEF act	GDH-TPI inh	Rv3671c protease	SARS 3CLpro inh	Mtb FBA inh	SSB-PriA inh	VHR inh abs	UGM FP inh	BioA inh
Cc1oc(C)c(C(N)=O)c1C(N)=O	-0.7	10	3	0	6	2	-13	8	-0.4	-5.4
O=C(CN1CCN(Cc2ccc(F)cc2)CC1)Nc1ccccc1F	i	1	-4	2	-4	-2	-6	16	4.3	1.8
CN(C)CCCNC(=S)NCCNc1nc2cc3c(cc2cc1C#N)OCO3	i	-24	7	-6	2	70*	-14	18	0.7	·
CSc1nnc(N2C(=O)C(O)=C(C(=O)c3ccco3)C2c2ccccc2F)s1 (configuration not stated)	-0.3	21	8	-10	3	4	11	12	3.7	-3.2
O=C(CN1C(=O)COc2ccc(Cl)cc21)Nc1ccc2c(c1)OCCO2	-0.2	6	2	-3	-4	-5	3	-4	-1.6	·
CCCNC(=O)CSc1ccc(S(=O)(=O)N2CCCC2)cn1	-1.8	2	0	-16	·	1	-16	·	0.2	-1.5
CCOc1ccc(CCNC(=O)COC(=O)c2ccc(S(C)(=O)=O)cc2)cc1OCC	-0.1	-14	2	-4	·	0	15	·	4.8	-3.7
CC1(C)CC(NC(=O)c2cccc(S(=O)(=O)N(Cc3ccccc3)c3ccccc3)c2)CC(C)(C)N1	i	25	-1	5	·	-1	1	·	0.0	2.5
CCc1nnc(NCn2nc(C)cc2C)s1	3.2	8	-1	-1	1	-6	-14	-20	0.9	0.2
Cc1ccc(S(=O)(=O)N2CCOCC2)cc1C(=O)NC1CCN(Cc2ccccc2)CC1	0.9	4	-7	·	·	0	-10	·	·	3.6
Cc1cc(NC(=O)Cn2nc(C(F)(F)F)c3c2CCC3)n(-c2ccccc2)n1	-0.4	1	5	-1	6	-3	-7	-1	-1.0	·
COc1ccccc1CN(CC(=O)NCc1ccc2c(c1)OCO2)C(=O)c1ccc2c(c1)OCCO2	2.8	2	4	-8	-2	-3	-12	9	-2.3	0.6
COc1ccc(C2=NOC(COc3ccc4c(C)cc(=O)oc4c3)C2)c(OC)c1 (configuration not stated)	6.2	-1	2	-4	0	7	-3	-1	1.4	-0.5
COc1ccc2[nH]c(=O)c(CN(c3ccccc3OC)S(=O)(=O)c3ccccc3)cc2c1	·	5	15	4	2	9	1	21	-2.5	-1.0
CCCCC1=NN(C(=O)c2cccnc2)C(O)(C(F)(F)F)C1 (configuration not stated)	-0.2	3	5	-1	-3	0	-8	22	-1.5	2.0
COc1cccc(C(=O)O/N=C2\CCS(=O)(=O)c3sccc32)c1	i	-10	-3	3	4	3	·	17	2.2	·
CCCCOc1ccccc1NC(=O)CC1Nc2ccccc2NC1=O (configuration not stated)	6.2	-2	-2	-13	·	0	6	8	-0.7	0.6
Cc1nn(Cc2ccccc2Cl)c(C)c1C(=O)NCc1ccco1	i	6	5	-2	1	-4	-6	-1	0.0	-0.7
S=C(CSc1ccccc1)Nc1cccc2ccccc12	5.9	0	6	·	·	-1	·	·	·	0.1
Nc1nnnn1/N=C/c1cccc(OCc2ccccc2Cl)c1	-0.4	-12	9	-8	5	-1	·	12	0.3	1.0
C#CCOCCOCCOCCNc1nc(N2CCN(C(=O)[C@H]([C@@H](C)O)n3cc(CCCCN)nn3)CC2)nc(N2CCN(C(=O)[C@H]([C@@H](C)CC)n3cc(CCCCN)nn3)CC2)n1	i	6	-5	-2	·	2	3	·	0.5	1.0
Cc1ccc(C2(C)NC(=O)N(CC(=O)Nc3ccc4c(c3)CCC4)C2=O)cc1 (configuration not stated)	-3.1	-6	4	4	·	3	12	·	2.2	0.0
CS(=O)(=O)N(CC(N)=O)c1ccc(F)c(Cl)c1	-25	10	-3	2	1	0	-16	-5	2.9	-2.3
COCCn1nnnc1CN(CCc1ccc(OC)c(OC)c1)Cc1cc2ccc(C)cc2[nH]c1=O	-1.1	1	17	5	-14	17	-9	52*	1.1	·
CC(=O)NC(c1cccc(F)c1)c1nc(-c2cccs2)cs1 (configuration not stated)	i	·	1	·	·	-3	·	·	·	-1.5
COc1ccc(CCN(C)C(=O)C2CCN(Cc3ccc(C)cc3)CC2)cc1OC	i	-20	-5	1	2	1	-4	27	0.1	·
CCOC(=O)N1CCN(C(=O)Cn2ncn3nc(-c4cccs4)cc3c2=O)CC1	-8.3	2	2	5	4	9	-11	1	-1.8	-0.6
Cc1ccccc1NCCNc1ccccc1C	i	-1	2	7	-1	2	17	10	2.7	·
O=C(O)CSc1nnc(COc2ccc(Br)cc2)n1-c1ccccc1	-0.7	3	-4	3	-3	1	7	-8	-0.5	2.2
Oc1c(C=Nc2ccccc2)sc2ccccc12	-0.2	10	4	0	3	-1	-32	8	1.0	·

Random excerpt: 2 compounds from above
canonical_smiles	BH1578 lux ind	MazEF act	GDH-TPI inh	Rv3671c protease	SARS 3CLpro inh	Mtb FBA inh	SSB-PriA inh	VHR inh abs	UGM FP inh	BioA inh
O=C(CN1CCN(Cc2ccc(F)cc2)CC1)Nc1ccccc1F	i	1	-4	2	-4	-2	-6	16	4.3	1.8
Cc1oc(C)c(C(N)=O)c1C(N)=O	-0.7	10	3	0	6	2	-13	8	-0.4	-5.4

Next part:
canonical_smiles	BH1578 lux ind	MazEF act	GDH-TPI inh	Rv3671c protease	SARS 3CLpro inh	Mtb FBA inh	SSB-PriA inh	VHR inh abs	UGM FP inh	BioA inh
O=C(Nc1nc(-c2ccccc2)cs1)c1ccco1	-0.5	6	7	-6	-1	-6	2	-26	-0.9	6.2
CSCCC(NC(=O)c1ccccc1Cl)C(=O)N1CCCCCCC1 (configuration not stated)	0.0	6	3	-1	·	-1	9	·	0.4	-0.7
O=C(c1ccc(Cl)cc1)N1CCN=C1c1ccccc1	-0.4	10	4	1	2	-2	4	14	-0.8	·
CCN(CC)CCNC(=O)c1c(C)oc2cc(Br)c(OC)cc12	6.2	9	10	-10	8	2	-10	14	-0.4	-0.6
Cc1ccc(S(=O)(=O)NC(C)C(=O)NC(C)c2cccs2)cc1 (configuration not stated)	-0.2	-9	-4	7	-4	1	-11	20	-0.2	·
CC(=O)c1c(C)oc2ccc(NS(=O)(=O)c3ccc(C)cc3)cc12	-0.3	6	17	4	9	2	-7	7	-3.9	-0.8
COc1ccc2c(=O)c3c(=O)n(CCc4ccccc4)c(C(C)C)nc3oc2c1	-0.8	13	7	-2	4	-2	0	-8	1.4	·
Cc1cc(=O)oc(C)c1C(=O)NCCCN1CCN(c2ccc(F)cc2)CC1	1.2	0	40*	4	-1	-2	12	-5	-4.3	·
CCOc1ccc(NC(=O)c2cc3cc4ccc(C)cc4nc3o2)cc1	·	·	·	11	4	·	·	23	-0.9	·
Cn1c2ccccc2c(=O)c2c(=O)n(Cc3ccco3)c(-c3ccc(Cl)cc3Cl)nc21	·	·	·	0	1	·	·	4	2.2	·
CC(=O)N1CCN(CC(=O)Nc2c(Cl)cccc2Cl)CC1	-0.3	6	4	-9	0	0	-8	8	-0.9	0.2
CCCNS(=O)(=O)c1ccc(OCC(=O)N2CCN(Cc3ccc4c(c3)OCO4)CC2)cc1	-1.5	2	7	-1	1	4	-8	-9	-6.2	0.9
COc1ccccc1CNC(=O)C1CC2Cn3c(nc4ccccc43)C2N1C (configuration not stated)	-0.3	-16	-8	-1	·	2	3	38	5.3	-1.0
OC(COc1cccc2ccccc12)CN1CCN(c2ccccc2)CC1 (configuration not stated)	-0.5	-7	7	-3	-3	0	-1	24	2.3	0.5
COc1ccc(C(=O)Nc2ccc(OC)c([N+](=O)[O-])c2)cc1Br	29*	6	5	-21	5	1	3	12	0.1	22
CC1(C)CC(=O)c2cc(O)ccc2O1	i	3	17	5	-7	0	-2	42	1.2	1.0
COc1cc2[nH]c(=S)n(Cc3ccc(F)cc3)c(=O)c2cc1OC	-1.3	-9	1	4	2	2	0	-7	-0.2	·
Cc1cc(=O)oc2cc(Oc3ncccn3)ccc12	-0.6	5	15	-1	-6	15	3	0	-1.5	-0.7
COC(=O)NNC(=O)CCCOc1ccc(Cl)cc1Cl	-0.4	-13	-4	-2	-1	-2	1	-10	3.9	-1.1
Cc1cccc(CN2CCN(C(c3ccccc3)c3ccc(Cl)cc3)CC2)c1 (configuration not stated)	5.0	-4	3	6	-2	-2	1	5	-3.5	0.5
C=CCN1C(=O)/C(=C2\SC(N3CCOCC3)=NC2=O)c2cc(Br)ccc21	i	-9	12	-3	-2	3	-6	-2	-0.6	-1.0
O=C(NCc1ccccc1Cl)c1ccc(Br)o1	-0.3	2	2	-2	0	0	-4	36	-3.9	-1.0
COc1ccc(CCNC(=O)COC(=O)c2ccc[nH]c2=O)cc1	-0.3	-4	7	-1	-1	4	-8	10	-2.3	0.1
N#C/C(=C\c1cn[nH]c1-c1ccccc1Br)C(=O)O	-1.4	-18	-1	-18	-1	3	-6	2	2.6	·
CCCn1c(C)cc(-c2csc(NC(=O)CCc3nc4ccccc4c(=O)[nH]3)n2)c1C	2.3	-4	3	-8	·	-3	0	·	3.5	-1.3
CC(C)(C)Cc1nnc(NS(=O)(=O)c2ccc(F)cc2)s1	-0.3	-3	11	-9	-7	0	-13	22	3.7	0.2
CCNC(=S)N1CCN(S(=O)(=O)c2cccc(C(F)(F)F)c2)CC1	-0.4	-16	-5	1	-3	3	-14	-4	0.3	-1.4
Cc1ccc(S(=O)(=O)N2CCCCC2)cc1NC(=O)c1ccco1	-0.3	-6	4	·	·	-1	·	·	·	-1.1
O=C1c2ccccc2C(=O)N1CC1CO1 (configuration not stated)	·	2	12	·	·	4	-2	·	·	·
COc1cccc(NC(=O)CCC2CCN(C(=O)c3sccc3C)CC2)c1	-2.9	1	3	0	7	-1	2	18	1.2	4.1
Cn1nc(-c2ccc(C(=O)NCC3CCCO3)cc2)c2ccccc2c1=O (configuration not stated)	-0.7	-4	11	10	-5	1	-1	-6	-1.5	1.6

A different layout for some results above:
mol: CC(=O)N1CCN(CC(=O)Nc2c(Cl)cccc2Cl)CC1
  BH1578 lux ind = -0.3 | MazEF act = 6 | GDH-TPI inh = 4 | Rv3671c protease = -9 | SARS 3CLpro inh = 0 | Mtb FBA inh = 0 | SSB-PriA inh = -8 | VHR inh abs = 8 | UGM FP inh = -0.9 | BioA inh = 0.2

mol: COc1cc2[nH]c(=S)n(Cc3ccc(F)cc3)c(=O)c2cc1OC
  BH1578 lux ind = -1.3 | MazEF act = -9 | GDH-TPI inh = 1 | Rv3671c protease = 4 | SARS 3CLpro inh = 2 | Mtb FBA inh = 2 | SSB-PriA inh = 0 | VHR inh abs = -7 | UGM FP inh = -0.2 | BioA inh = ·

mol: CCNC(=S)N1CCN(S(=O)(=O)c2cccc(C(F)(F)F)c2)CC1
  BH1578 lux ind = -0.4 | MazEF act = -16 | GDH-TPI inh = -5 | Rv3671c protease = 1 | SARS 3CLpro inh = -3 | Mtb FBA inh = 3 | SSB-PriA inh = -14 | VHR inh abs = -4 | UGM FP inh = 0.3 | BioA inh = -1.4
